mHTT-CaM PPI inh: inhibitors of human mutant huntingtin-calmodulin interaction | AlphaScreen His-mHTT/GST-CaM binding, luminescence | P42858 | inhibition, % at 15 µM | 3.6% of 190,000 active | AID 1671202;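 note: 0% = both proteins with DMSO and 100% = one protein alone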
Pf apPOL inh: Pf-apPOL DNA polymerase inhibition; Recombinant Pf-apPOL, molecular beacon fluorescence, 1.5 h; inhibition, % at 10 µM; 0.25% of 210,000 active; AID 1794808
* = called active by the depositor; · = not tested or not shown; & = joins results of further samples. Cut-off read from the data, not from the text of the source: active = inhibition above about 50%; inactive = the rest. An excerpt; count on the stated rates, not on these rows.

SMILES	mHTT-CaM PPI inh	Pf apPOL inh
CCC(=O)N1CCN(c2nc(Cc3ccccc3)c3c(c2C#N)CC(C)(C)OC3)CC1	7	-8
O=C(NCc1cscn1)C1CCN(S(=O)(=O)c2ccccc2F)CC1	-11	-2
CCc1ccccc1NC(=O)c1ccc(F)c(S(=O)(=O)NCc2ccc(F)cc2)c1	1	-2
Cc1ccc(OCCOCCN2CCN(C)CC2)c(Br)c1	3	-31
COc1cccc(Nc2ncc3c(n2)CCN(Cc2cccc(F)c2)C3)c1	12	-9
Cc1ccc(NC(=O)NCc2ccnc(N3CCSCC3)c2)c(C)c1	4	2
Cc1ccc(S(=O)(=O)c2nc(-c3ccccc3Cl)oc2N2CCOCC2)cc1	2	2
Cc1ccccc1OCC(=O)Nc1ccc2nn(-c3ccc(F)cc3)nc2c1	-1	8
COc1ccccc1NC(=O)c1oc2ccccc2c1NC(=O)c1c(F)cccc1Cl	-14	-6
COc1ccc(CN2CCN(c3ccc(Cl)cc3)CC2)c(OC)c1C	36	1
CCC(=O)N1c2ccccc2-c2nnc(SC)nc2OC1c1ccsc1 (stereo unspecified)	0	-6
O=[N+]([O-])c1ccc2nc(Cl)c(Cl)nc2c1	30	·
Cc1cc(C(=O)Nc2c(C)cc(Br)cc2C)ccc1[N+](=O)[O-]	1	0
Cc1ccc(OCC(=O)NCC(C)C)cc1	-6	-10
Cc1cccc(-n2cc(C3CCN(C(=O)C4CCC4)CC3)cn2)c1	-4	-4
Cc1cccc(NC(=O)Nc2ccc3nncn3c2)c1	-4	4
O=C(NCC(O)c1ccoc1)c1cc(=O)c2ccccc2o1 (stereo unspecified)	1	-6
CCOC(=O)N1CCN(C(=O)Nc2ccc(Cl)cc2)CC1	3	4
CN(C)C1CCN(Cc2ccccc2C(F)(F)F)CC1CO (stereo unspecified)	-4	-6
COc1cc(C)c(C)cc1S(=O)(=O)n1nnc2ccccc21	88*	-2
Cc1ccc(C(=O)N2CCCC(c3nc(CCNC(=O)C(C)C)cs3)C2)s1 (stereo unspecified)	5	0
COc1ccc(Br)c(C(=O)NCC#CCN(C(C)C)C(C)C)c1	-9	-1
COc1ccc(Cc2nnc(NC(=O)COc3ccccc3)s2)cc1OC	14	-7
Cc1c(C(=O)Nc2ccc3oc(-c4ccncc4)nc3c2)cccc1[N+](=O)[O-]	1	-2
COc1ccc(C2=Nn3c(nnc3-c3ccccc3OC)SC2)cc1OC	19	·

Later entries.
SMILES	mHTT-CaM PPI inh	Pf apPOL inh
O=C(CSc1nc2ccccc2o1)Nc1ccccc1[N+](=O)[O-]	55*	-3
COc1ccccc1NC(=O)c1cc(S(=O)(=O)NC2CCCC(C)C2C)ccc1F (stereo unspecified)	7	-2
COC(=O)c1ccc(C(=O)NCC2CCN(C(=O)Nc3ccc(F)cc3)CC2)cc1	-12	-2
CN1CCN(CC#CC=C(c2ccccc2)c2ccccc2)CC1	14	-5
Cc1ncc2c(n1)CCN(C(=O)Nc1ccc(C)c(C)c1)C2	7	3
N#CC[C@H](Cc1ccccc1)N1CC[C@@H](NC(=O)OCc2ccccc2)CCC1=O	41	-2
CN(C)C(=O)[C@@H]1OC(C)(C)O[C@H]1C(=O)N(C)C	-9	·
O=C(CSc1nc2ccccc2s1)N1c2ccccc2Sc2ccccc21	·	-3
COc1nccnc1N1CCC(NC(=O)c2ccc(C)s2)C1 (stereo unspecified)	7	2
CCCNC(=O)NCCC1CCN(C(=O)Nc2cccc(Cl)c2)CC1	-1	5
CCCCSCc1ccc(C(=O)O)o1	1	-4
CCn1cc(C(=O)NCc2cccs2)c(=O)c2ccc(C)nc21	-2	-2
CCn1cc(CC(=O)NC2CCCCCC2)c2cccnc21	-8	0
CCOC(=O)C(C#N)=CNc1ccc2c(c1)OCO2	·	-1
COc1ccc(NC(=O)CSc2nc(N)nc(SC)c2C#N)cc1	7	-2
O=C1CCc2cc(S(=O)(=O)NCCC3=CCCCC3)cc3c2N1CC3	-5	-2
O=C(Nc1nc(-c2cccnc2)cs1)c1ccc2c(c1)CCCC2	-1	3
CCN=C1S/C(=C\c2ccc(-c3ccc(F)cc3)o2)C(=O)N1CC	-17	0
COCC1CCN(C(=O)c2cn3ccnc(-c4ccccc4)c3n2)CC1	9	0
Cn1nc(-c2nc(-c3ccc(F)cc3)no2)c2c1CCN(C(=O)c1cc(F)ccc1F)C2	5	0
O=C(Nc1ccc(F)c(F)c1)c1cc2n(n1)CCCN(Cc1ccccc1)C2=O	-7	-4
Cc1cc([N+](=O)[O-])c(N2CCCC2)cc1N	10	-11
Cc1cc(C)nc(NS(=O)(=O)c2ccc(N)cc2)n1	-1	0
COc1ccc(NC(=O)C2CCCN(c3cnn(Cc4ccccc4)c(=O)c3)C2)c(OC)c1 (stereo unspecified)	24	-10
O=C(Cn1c(NCCCO)nc2ccccc21)c1ccc(Cl)c(Cl)c1	20	-5

New compounds follow.
SMILES	mHTT-CaM PPI inh	Pf apPOL inh
O=c1[nH]c(-c2ccccc2)cn1-c1ccc(Br)cc1	13	-7
COc1ccc(N2C(=O)CCC(C(=O)NCc3ccc(F)cc3)C2c2ccc(F)cc2)cc1 (stereo unspecified)	19	1
Nc1cc(=O)[nH]c(SCc2ccc(Cl)cc2Cl)n1	3	-2
Fc1ccc(CN2CCn3cnnc3C2)cc1F	2	-4
COCC(=O)NC1CCc2[nH]c3c(C)cccc3c2C1 (stereo unspecified)	10	-2
CCc1nc(C)cn1S(=O)(=O)c1ccc(Cl)cc1	-7	13
c1ccc2c(c1)OCCOCCOCCO2	0	·
O=C(NC1CCCCC1)c1ccc(Br)c(S(=O)(=O)N2CCCCC2)c1	-9	-3
CCCn1cc(C2=CCN(S(=O)(=O)c3ccccc3C(=O)OC)CC2)c2cccnc21	28	-4
Cc1ccc(C)c(OCC(=O)N2CCc3ccccc32)c1	-9	2
CCCCN1C(=O)CC1(C(=O)NC1CCCCC1)c1ccc(Cl)cc1 (stereo unspecified)	-8	-17
O=C1CSC(c2ccc(Br)cc2)N1c1ccc(Br)cn1 (stereo unspecified)	-25	-2
CCOC(=O)c1cnn(-c2ccc([N+](=O)[O-])cc2)c1-n1cccc1	·	-9
COc1cccc(/C=C2/N=C(c3cccc(C)c3)OC2=O)c1OC	-1	5
COc1ccc(Cl)cc1NC(=O)c1noc2c1CCC2	-4	-5
Cc1nc2ncnn2c(NCC2CCCCC2)c1Cc1ccccc1	3	-4
C=CCOc1ccc(/C=C2\C(=O)NN(c3ccc(C)c(Cl)c3)C2=O)cc1OC	10	-1
Cc1cc(C)nc(NC(=O)c2cccc(S(=O)(=O)N3CCOCC3)c2)n1	8	4
Cc1ccc(OCC(=O)n2cnnc2N)c(Br)c1	1&5	-15&-4
CCC(C)NC(=O)c1cn(-c2cccc(Cl)c2)nn1 (stereo unspecified)	-8	0
CC1Cc2nc(SCC(=O)NCc3ccco3)n(Cc3ccccc3)c(=O)c2S1 (stereo unspecified)	13	9
O=C(Cc1ccc(Cl)cc1)N1CCN(c2nc(CN3CCOCC3)cs2)CC1	15	-7
CS(=O)(=NC(=O)c1ccccc1OC(F)(F)F)c1ccc(Cl)cc1 (stereo unspecified)	·	-24
CC(=O)N1N=C(c2ccc(Cl)cc2)OC1(C)C	-4	5
CC1CCCCN1CCNC(=O)C1CCN(c2ncnc3c2nc2n3CCCCC2)CC1 (stereo unspecified)	3	-4

Laid out differently: 2 of the compounds above
Results follow in this order: mHTT-CaM PPI inh	Pf apPOL inh
Cc1ccc(C)c(OCC(=O)N2CCc3ccccc32)c1
  -9	2
CCCCN1C(=O)CC1(C(=O)NC1CCCCC1)c1ccc(Cl)cc1 (stereo unspecified)
  -8	-17

Further entries follow:
SMILES	mHTT-CaM PPI inh	Pf apPOL inh
CCN(CC)CCNC(=O)C1CCCN(c2ncc(-c3ccc(F)cc3)cn2)C1 (stereo unspecified)	2	-3
Fc1ccc(-c2nc(-c3cn(-c4cccc(F)c4)nn3)no2)cc1	0	1
CS(=O)(=O)c1ccc(N2CC(c3nnc(NC(=O)c4ccccc4F)o3)CC2=O)cc1 (stereo unspecified)	31	-3
CCOc1ccc(C2N(c3ccc(OC)cc3)C(=O)C3CCCN32)cc1 (stereo unspecified)	-4	0
Cc1ncsc1CN1CCCCC1c1nncn1CC1CC1 (stereo unspecified)	-2	-2
COc1cccc(CNS(=O)(=O)c2cc3c(s2)CCN(C(C)=O)C3)c1	-7	-4
COCCNC(=O)c1c[nH]c2ccc(S(=O)(=O)N3CCC4(CC3)OCCO4)cc2c1=O	5	-19
O=C(NCc1ccccc1)C1CCN(c2nc3ccsc3c(=O)n2-c2ccccc2)CC1	26	-3
COC(=O)C=C1NCCNC1=O	·	-10
O=C(C1CCCN(c2cnn(Cc3ccccc3)c(=O)c2)C1)N1CCCC1 (stereo unspecified)	-3	-3
Cc1ccc(S(=O)(=O)N(C)CCCC(=O)N2CCN(c3ccccn3)CC2)cc1	-5	-20
CCC(=O)Nc1nc2c(s1)CCCC2	-5	-12
CCOc1ccccc1N(CC(=O)NCc1ccncc1)S(C)(=O)=O	2	-6
O=C(Nc1ccc2c(c1)OCCO2)N1CCCn2nc(-c3cccs3)cc2C1	25	-5
COc1ccc(-c2cnc(SCC(=O)NCc3ccco3)n2C)cc1	0	-27
CC(C)Cc1cc(-c2ccccc2)c(C#N)c(=O)[nH]1	-2	-1
Cc1ccc2c(C)nc(N=C(N)NC(=O)Cc3ccc(Cl)cc3)nc2c1	-4	0
O=C(c1ccc(Cl)cc1)N1CCN(c2ccc([N+](=O)[O-])c(N3CCOCC3)c2)CC1	2	-3
CCn1ncc(CNC(=O)c2ccc([N+](=O)[O-])cc2Cl)c1C	-13	3
COc1ccccc1CC(=O)N1CCN(c2ccc(-c3ccccn3)nn2)CC1	100*	-21
Cc1cccc(NC(=O)CS(=O)(=O)c2cn(Cc3ccccc3Cl)c3ccccc23)c1	11	0
Clc1ccccc1OCc1nnc(-c2cccs2)o1	·	-9
CCOc1ccccc1C1CC(c2cccs2)Nc2ncnn21 (stereo unspecified)	3	-9
Fc1ccc(C2Nc3cccc4cccc(c34)N2)cc1	52*	·
CCOc1ccc(C2Oc3c(cc(Br)cc3OC)C=C2[N+](=O)[O-])cc1OCC (stereo unspecified)	62*	-3

24 successive entries from above, quoted:
SMILES	mHTT-CaM PPI inh	Pf apPOL inh
CC(=O)N1N=C(c2ccc(Cl)cc2)OC1(C)C	-4	5
CC1CCCCN1CCNC(=O)C1CCN(c2ncnc3c2nc2n3CCCCC2)CC1 (stereo unspecified)	3	-4
CCN(CC)CCNC(=O)C1CCCN(c2ncc(-c3ccc(F)cc3)cn2)C1 (stereo unspecified)	2	-3
Fc1ccc(-c2nc(-c3cn(-c4cccc(F)c4)nn3)no2)cc1	0	1
CS(=O)(=O)c1ccc(N2CC(c3nnc(NC(=O)c4ccccc4F)o3)CC2=O)cc1 (stereo unspecified)	31	-3
CCOc1ccc(C2N(c3ccc(OC)cc3)C(=O)C3CCCN32)cc1 (stereo unspecified)	-4	0
Cc1ncsc1CN1CCCCC1c1nncn1CC1CC1 (stereo unspecified)	-2	-2
COc1cccc(CNS(=O)(=O)c2cc3c(s2)CCN(C(C)=O)C3)c1	-7	-4
COCCNC(=O)c1c[nH]c2ccc(S(=O)(=O)N3CCC4(CC3)OCCO4)cc2c1=O	5	-19
O=C(NCc1ccccc1)C1CCN(c2nc3ccsc3c(=O)n2-c2ccccc2)CC1	26	-3
COC(=O)C=C1NCCNC1=O	·	-10
O=C(C1CCCN(c2cnn(Cc3ccccc3)c(=O)c2)C1)N1CCCC1 (stereo unspecified)	-3	-3
Cc1ccc(S(=O)(=O)N(C)CCCC(=O)N2CCN(c3ccccn3)CC2)cc1	-5	-20
CCC(=O)Nc1nc2c(s1)CCCC2	-5	-12
CCOc1ccccc1N(CC(=O)NCc1ccncc1)S(C)(=O)=O	2	-6
O=C(Nc1ccc2c(c1)OCCO2)N1CCCn2nc(-c3cccs3)cc2C1	25	-5
COc1ccc(-c2cnc(SCC(=O)NCc3ccco3)n2C)cc1	0	-27
CC(C)Cc1cc(-c2ccccc2)c(C#N)c(=O)[nH]1	-2	-1
Cc1ccc2c(C)nc(N=C(N)NC(=O)Cc3ccc(Cl)cc3)nc2c1	-4	0
O=C(c1ccc(Cl)cc1)N1CCN(c2ccc([N+](=O)[O-])c(N3CCOCC3)c2)CC1	2	-3
CCn1ncc(CNC(=O)c2ccc([N+](=O)[O-])cc2Cl)c1C	-13	3
COc1ccccc1CC(=O)N1CCN(c2ccc(-c3ccccn3)nn2)CC1	100*	-21
Cc1cccc(NC(=O)CS(=O)(=O)c2cn(Cc3ccccc3Cl)c3ccccc23)c1	11	0
Clc1ccccc1OCc1nnc(-c2cccs2)o1	·	-9

Next part:
SMILES	mHTT-CaM PPI inh	Pf apPOL inh
O=S1(=O)N[C@H](Cc2ccccc2)COc2cc(N3CCCCC3)ccc21	0	-4
Cc1ccc(C(=O)Nc2c3c(nn2-c2ccc([N+](=O)[O-])cc2)CSC3)cc1	19	-6
O=C(Cc1ccccc1)Nc1ncc2c(n1)CC(c1ccco1)CC2=O (stereo unspecified)	5	-9
CC(=O)NCC1(O)CCOc2ccccc21 (stereo unspecified)	2	-5
CCOc1sc2nc(C)n(CC(=O)N(CC)CC)c(=O)c2c1C	4	-7
CCc1ccc(C2C3=C(CC(C)(C)CC3=O)Nc3ncnn32)cc1 (stereo unspecified)	-4	-5
O=C(CCNS(=O)(=O)c1ccc(Br)s1)NCc1ccccc1Cl	0	-6
O=C1CC(c2ccc(F)cc2)Sc2nc(C34CC5CC(CC(C5)C3)C4)nn21 (stereo unspecified)	4	2
CC(=O)N1N=C(c2ccc(C)c([N+](=O)[O-])c2)OC1(C)C	9	44
O=C(Nc1ccc(-c2ccccc2)cc1)c1ccncc1	1	-2
Nn1cnc2sc3c(c2c1=O)CCCCC3	1	-2
O=C(CN1C(=O)C2C3C=CC(CC3)C2C1=O)N1CCN(c2ccccn2)CC1 (stereo unspecified)	-4	-3
COc1ccccc1CNC1CCN(c2ccc(C(=O)NC3CC3)cn2)C1 (stereo unspecified)	-6	-4
COc1ccc(S(=O)(=O)N(CC(=O)NCc2ccco2)c2ccc(C)cc2)cc1	4	-2
O=C(NC1CCCCC1)N1CCC(Nc2cccnc2)C1 (stereo unspecified)	-3	-6
COc1ccc2[nH]cc(CCNC(=O)CC3CCN(C(=O)C4CCCCC4)CC3)c2c1	9	-6
Cn1ccnc1SCC(=O)Nc1ncc(Br)cc1Br	2	1

High-throughput results (PubChem)
